Assay outcomes as filed in PubChem.
NPY Y1 blocker = NPY-Y1 receptor antagonists, primary screen, cell-based; HEK293-CNG Y1 cells, membrane potential fluorescence; NPY at EC95, then isoproterenol; inhibition, % at 3.6 µM; 200,000 tested, 1% active; AID 1040, 2008;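 active means inhibition above the campaign mean inhibition of all tested compounds plus 3 SD, cut at about 20% in these data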;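 further: 0% = DMSO wells given NPY plus isoproterenol and 100% = isoproterenol alone without NPY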
Target sequence (P25929 whole entry, looked up): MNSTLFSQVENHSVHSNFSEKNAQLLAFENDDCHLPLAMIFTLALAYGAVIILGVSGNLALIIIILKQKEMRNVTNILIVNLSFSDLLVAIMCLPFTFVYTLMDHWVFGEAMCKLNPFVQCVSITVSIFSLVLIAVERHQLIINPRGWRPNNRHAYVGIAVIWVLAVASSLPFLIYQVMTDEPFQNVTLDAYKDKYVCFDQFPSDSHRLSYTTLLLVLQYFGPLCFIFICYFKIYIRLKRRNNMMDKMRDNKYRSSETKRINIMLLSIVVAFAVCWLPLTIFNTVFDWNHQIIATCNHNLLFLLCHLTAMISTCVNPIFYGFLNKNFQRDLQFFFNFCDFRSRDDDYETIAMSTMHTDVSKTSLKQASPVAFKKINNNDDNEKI
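System: HEK293 cells with Y1 receptor plus CNG channel / Probe or stimulus: NPY 25 nM then isoproterenol 1 µM plus Ro 20-1724 25 µM / Compound: one concentration, 3.6 µM, in 0.4% DMSO / Schedule: compound incubation 1 h at room temperature, readout 45 min post-stimulation / Measured by: membrane potential fluorescence / Read-out: % inhibition of NPY effect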
NPY-Y1 PAM-ag = NPY-Y1 receptor potentiators or agonists, primary screen, cell-based; Neuropeptide Y receptor type 1 (Homo sapiens), P25929; NPY-Y1 expressing cells, potentiator/agonist activation; activation, % at 3.6 µM; 220,000 tested, 0.37% active; AID 1304, 2008; in the data active means activation above about 33%, passing the limit was not always enough;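 further: cells stimulated with NPY at EC10 then isoproterenol at EC100; 0% = low agonist plus stimulus and 100% = saturating agonist plus stimulus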
Ba/F3 V617F tox = reduced viability of JAK2V617F-dependent Ba/F3 cells, primary screen, JAK2V617F inhibitor project, cell-based, Ba/F3 EpoR-JAK2V617F, luminescence | ATP luminescence | inhibition, % at 5.6 µM | 220,000 tested, 1.1% active;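 active means inhibition above the campaign mean plus 3 SD over all tested compounds, cut at about 24% in these data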;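 further: cytokine-independent growth of Ba/F3 cells driven by EpoR plus mutant JAK2; 0% = DMSO-treated cells and 100% = JAK inhibitor I control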
BaF3 parental = parental Ba/F3 cell viability inhibition, counter-screen for JAK2V617F inhibitor project, murine pro-B, CellTiter-Glo luminescence | CellTiter-Glo ATP luminescence | inhibition, % at 5.6 µM | 220,000 tested, 1.1% active;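 active means inhibition above a per-campaign cutoff, the mean inhibition of all tested compounds plus 3 SD, cut at about 27% in these data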;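 further: 0% = DMSO wells and 100% = JAK Inhibitor I control wells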
S1P4 antag = S1P4 receptor antagonists, primary screen, cell-based | AID 1510, 2009 | S1P4-expressing cells, antagonist mode, reporter read-out | inhibition, % at 4.98 µM | 220,000 tested, 0.26% active | Sphingosine 1-phosphate receptor 4 (Homo sapiens), O95977; in the data active means inhibition above about 29%;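 further: 0% = wells stimulated with agonist and 100% = vehicle wells without agonist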
Target sequence (O95977 whole entry, looked up): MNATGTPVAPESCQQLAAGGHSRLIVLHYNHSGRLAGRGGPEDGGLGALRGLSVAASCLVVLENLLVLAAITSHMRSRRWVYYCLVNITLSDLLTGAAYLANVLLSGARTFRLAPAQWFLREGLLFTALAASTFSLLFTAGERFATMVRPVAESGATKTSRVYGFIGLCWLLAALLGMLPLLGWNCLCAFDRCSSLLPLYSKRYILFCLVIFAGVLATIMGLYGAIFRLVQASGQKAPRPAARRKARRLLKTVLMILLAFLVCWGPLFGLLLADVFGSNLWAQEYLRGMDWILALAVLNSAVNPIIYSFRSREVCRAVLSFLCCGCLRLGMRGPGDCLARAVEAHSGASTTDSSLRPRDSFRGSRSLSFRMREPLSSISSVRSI
CHOP inh = inhibitors of CHOP promoter induction, primary screen, cell-based, unfolded protein response, luciferase reporter; 220,000 tested, 3.8% active; CHO-K1 CHOP-promoter luciferase, tunicamycin-induced, 15-18 h; inhibition, % at 10 µM; AID 2732, 2010;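 active means compounds that reduced the stress-induced luciferase reporter signal by more than about 70% of percent inhibition, limit read from the data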;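 further: 0% = tunicamycin plus vehicle and 100% = wells without tunicamycin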
p47phox inh = p47phox/p22phox peptide binding inhibitors, primary screen, biochemical, uHTS, NADPH oxidase regulatory subunit; Neutrophil cytosol factor 1 (Homo sapiens), P14598; fluorescence polarization, 2 h; inhibition, % at 24.7 µM; 220,000 tested, 0.53% active; AID 1274, 2008;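 active means inhibition above about 30%, limit read from the data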;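 further: 0% = p47phox with labelled peptide and 100% = labelled peptide alone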
NPY-Y2 PAM-ag = NPY-Y2 potentiators or agonists, primary screen, cell-based. Neuropeptide Y receptor type 2 (Homo sapiens), P49146. 220,000 tested, 0.45% active. activation, % at 3.6 µM. AID 1359, 2008. cells expressing NPY-Y2, potentiator/agonist read-out; in the data active means activation above about 27%;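 further: cells stimulated with NPY near EC25 plus isoproterenol at EC100; 0% = vehicle plus submaximal agonist and 100% = vehicle plus saturating agonist; some results beyond the cut were filed as inactive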
S1P4 ag = S1P4 receptor agonists, primary screen, cell-based; Sphingosine 1-phosphate receptor 4 (Homo sapiens), O95977; S1P4-expressing cell line, agonist reporter assay; activation, % at 4.98 µM; 220,000 tested, 0.35% active; in the data active means activation above about 11%;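 further: 0% = DMSO vehicle and 100% = reference agonist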
* marks the source's active call; other numbers are inactive results.

For O=C1C2C3C=CC(C3)C2C(=O)N1CCN1CCN(S(=O)(=O)/C=C/c2ccccc2)CC1 (stereo not given) the results were NPY Y1 blocker -4, NPY-Y1 PAM-ag -15, Ba/F3 V617F tox -1, BaF3 parental 2, S1P4 antag 0, CHOP inh 6, p47phox inh -8, NPY-Y2 PAM-ag 7 and S1P4 ag -1.6.
For CC1(C)Oc2nc3ccccc3n2/C1=C\C#N the results were NPY Y1 blocker 4, NPY-Y1 PAM-ag 11, Ba/F3 V617F tox -4, BaF3 parental -1, S1P4 antag -4, CHOP inh -1, p47phox inh 23, NPY-Y2 PAM-ag 15 and S1P4 ag -4.4.
For O=C(Nc1ccccc1-c1ccccc1)C1CCCC1 the results were NPY Y1 blocker 4, NPY-Y1 PAM-ag -14, Ba/F3 V617F tox 1, BaF3 parental 2, S1P4 antag -32, CHOP inh 7, p47phox inh 1, NPY-Y2 PAM-ag -3 and S1P4 ag 1.8.
Screening CCN(CC)S(=O)(=O)c1ccc(Cl)c(C(=O)Nc2cc(C)nn2-c2ccccc2)c1 returned NPY Y1 blocker 3, NPY-Y1 PAM-ag 8, Ba/F3 V617F tox 4, BaF3 parental 9, S1P4 antag -13, CHOP inh 0, p47phox inh -7, NPY-Y2 PAM-ag 3 and S1P4 ag -0.7.
Screening CC1(C)CC(=O)C=C(Nc2ccc(S(N)(=O)=O)cc2)C1 returned NPY Y1 blocker 5, NPY-Y1 PAM-ag -4, Ba/F3 V617F tox -5, BaF3 parental -3, S1P4 antag -13, CHOP inh -13, p47phox inh -2, NPY-Y2 PAM-ag 5 and S1P4 ag 1.0.
Cc1ccc(C(=O)Nc2ccc3[nH]c(=O)[nH]c3c2)c(C)c1 was read as NPY Y1 blocker -2, NPY-Y1 PAM-ag 21, Ba/F3 V617F tox -1, BaF3 parental 5, S1P4 antag -12, CHOP inh 13, p47phox inh -13, NPY-Y2 PAM-ag 11 and S1P4 ag 0.0.
Screening c1cncc(-c2nc(NCc3ccco3)c3ccccc3n2)c1 returned NPY Y1 blocker -6, NPY-Y1 PAM-ag -3, Ba/F3 V617F tox -3, BaF3 parental 3, S1P4 antag -16, CHOP inh 31, p47phox inh -9, NPY-Y2 PAM-ag 10 and S1P4 ag -2.5.
`CCCOc1ccc(/C(O)=C2/C(=O)C(=O)N(CCN(C)C)C2c2ccc(OC)c(OC)c2)cc1` (stereo not given) gave NPY Y1 blocker 1, NPY-Y1 PAM-ag -8, Ba/F3 V617F tox -5, BaF3 parental 1, S1P4 antag -14, CHOP inh -7, p47phox inh -21, NPY-Y2 PAM-ag -3 and S1P4 ag 0.4.
CCOC(=O)CSc1nc(-c2ccc3c(c2)OCO3)ccc1C#N was read as NPY Y1 blocker 7, NPY-Y1 PAM-ag -11, Ba/F3 V617F tox 1, BaF3 parental 1, S1P4 antag 3, CHOP inh -16, p47phox inh -9, NPY-Y2 PAM-ag 3 and S1P4 ag 1.8.
Screening O=c1c2ccccc2nc2n1C(CSc1ccccc1)CS2 (stereo not given) returned NPY Y1 blocker 2, NPY-Y1 PAM-ag -18, Ba/F3 V617F tox -1, BaF3 parental 1, S1P4 antag 4, CHOP inh -15, p47phox inh 0, NPY-Y2 PAM-ag -4 and S1P4 ag 0.3.
`CCOC(=O)Cc1nc(-c2ccccc2)n[nH]1` gave NPY Y1 blocker 0, NPY-Y1 PAM-ag -9, Ba/F3 V617F tox -4, BaF3 parental 2, S1P4 antag -7, CHOP inh 29, p47phox inh -73, NPY-Y2 PAM-ag -12 and S1P4 ag -0.1.
For Cc1ccc(-c2nnc3ccc(SCC(=O)NCc4ccco4)nn23)cc1 the results were NPY Y1 blocker 4, NPY-Y1 PAM-ag -14, Ba/F3 V617F tox 0, BaF3 parental 5, S1P4 antag -19, CHOP inh 18, p47phox inh -6, NPY-Y2 PAM-ag 11 and S1P4 ag 0.9.
For Cn1c(=O)n(C)c2cc(S(=O)(=O)Nc3cc(Cl)ccc3O)ccc21 the results were NPY Y1 blocker 3, NPY-Y1 PAM-ag 3, Ba/F3 V617F tox 3, BaF3 parental 9, S1P4 antag -8, CHOP inh 3, p47phox inh -5, NPY-Y2 PAM-ag 7 and S1P4 ag 2.5.
`CC1=Nc2ccccc2N=C(NC(=O)/C=C/C(=O)O)C1c1ccccc1` (stereo not given) gave NPY-Y1 PAM-ag -2, Ba/F3 V617F tox 2, BaF3 parental 0, S1P4 antag -9, CHOP inh -11, p47phox inh -10, NPY-Y2 PAM-ag -5 and S1P4 ag 0.8.
`CCOC(=O)CSc1nnc(CNC(=O)c2cccs2)n1-c1ccccc1` gave NPY Y1 blocker 5, NPY-Y1 PAM-ag 1, Ba/F3 V617F tox -2, BaF3 parental 1, S1P4 antag -13, CHOP inh 40, p47phox inh -6, NPY-Y2 PAM-ag 4 and S1P4 ag 1.8.
Screening CCC(C(=O)NC(C)(C)C)N(C(=O)Cn1nnc(-c2ccccc2F)n1)c1cccc2c1CCCC2 (stereo not given) returned NPY Y1 blocker 3, NPY-Y1 PAM-ag 10, Ba/F3 V617F tox 1, BaF3 parental 1, S1P4 antag 5, CHOP inh -2, p47phox inh -3, NPY-Y2 PAM-ag -5 and S1P4 ag -0.8.
COc1nc(NC23CC4CC(CC(C4)C2)C3)nc(OC)n1 was read as NPY Y1 blocker 2, NPY-Y1 PAM-ag -9, Ba/F3 V617F tox 0, BaF3 parental 1, S1P4 antag 8, CHOP inh 28, p47phox inh 2, NPY-Y2 PAM-ag -1 and S1P4 ag 0.9.
For COc1ccc(C(=O)NC(=S)Nc2ccc(Cc3ccncc3)cc2)cc1 the results were NPY Y1 blocker 2, NPY-Y1 PAM-ag -10, Ba/F3 V617F tox 4, BaF3 parental 9, S1P4 antag 1, CHOP inh -3, p47phox inh -21, NPY-Y2 PAM-ag -11 and S1P4 ag -1.2.
`COc1ccc(NC(=O)Nc2ccc(F)cc2F)c(C)c1` gave NPY Y1 blocker -3, NPY-Y1 PAM-ag 14, Ba/F3 V617F tox -1, BaF3 parental 9, S1P4 antag 0, CHOP inh 10, p47phox inh -5, NPY-Y2 PAM-ag 1 and S1P4 ag -1.0.
For CC(=O)N1CCN(S(=O)(=O)c2cccc(C(=O)OCC(=O)N3CC(=O)Nc4ccccc43)c2)CC1 the results were NPY Y1 blocker 5, NPY-Y1 PAM-ag -5, Ba/F3 V617F tox 4, BaF3 parental 15, S1P4 antag -7, CHOP inh 2, p47phox inh -2, NPY-Y2 PAM-ag 3 and S1P4 ag 0.8.
For COc1ccccc1CNC(=O)C(C)NS(=O)(=O)c1ccc(Br)cc1 (stereo not given) the results were NPY Y1 blocker -3, NPY-Y1 PAM-ag 14, Ba/F3 V617F tox -3, BaF3 parental 3, S1P4 antag -17, CHOP inh 1, p47phox inh -2, NPY-Y2 PAM-ag -7 and S1P4 ag 1.0.
CC/C(O)=C1\C(=O)CC(C)(C)CC1=NCCc1nc2ccccc2[nH]1 was read as NPY Y1 blocker 1, NPY-Y1 PAM-ag 0, Ba/F3 V617F tox 2, BaF3 parental 4, S1P4 antag -4, CHOP inh 12, p47phox inh 1, NPY-Y2 PAM-ag 4 and S1P4 ag 0.7.
Cc1sc2ncn(Cc3ccccc3F)c(=O)c2c1C was read as NPY Y1 blocker 3, NPY-Y1 PAM-ag -14, Ba/F3 V617F tox -4, BaF3 parental 5, S1P4 antag -10, CHOP inh -2, p47phox inh -9, NPY-Y2 PAM-ag 5 and S1P4 ag -1.9.
`CC1(C)CC(=O)C2=C(C1)N=C1SCCC(=O)N1C2c1ccccc1` (stereo not given) gave NPY Y1 blocker 0, NPY-Y1 PAM-ag -2, Ba/F3 V617F tox 4, BaF3 parental 6, S1P4 antag -7, CHOP inh 26, p47phox inh -10, NPY-Y2 PAM-ag 0 and S1P4 ag 0.8.
`O=C(O)c1ccc(S(=O)(=O)c2ccc3c(c2)C(=O)N(NC(=O)c2ccncc2)C3=O)cc1` gave NPY-Y1 PAM-ag 5, Ba/F3 V617F tox -3, BaF3 parental 1, S1P4 antag -16, CHOP inh -1, p47phox inh -4, NPY-Y2 PAM-ag -25 and S1P4 ag 1.5.
For CN(C)c1ccc(CNC2C3CC4CC(C3)CC2C4)cc1 (stereo not given) the results were NPY Y1 blocker 3, NPY-Y1 PAM-ag 41, Ba/F3 V617F tox 3, BaF3 parental 9, S1P4 antag -10, CHOP inh -7, p47phox inh -4, NPY-Y2 PAM-ag 32* and S1P4 ag -0.1.
Screening CCCCn1nc2cc(C(=O)NC3CCCc4ccccc43)ccc2c1OCC (stereo not given) returned NPY Y1 blocker -2, NPY-Y1 PAM-ag 6, Ba/F3 V617F tox -1, BaF3 parental 1, S1P4 antag -18, CHOP inh 30, p47phox inh 4, NPY-Y2 PAM-ag 7 and S1P4 ag 1.4.
Screening COc1ccc(N2CCn3c2nc2c3c(=O)n(CCCc3ccccc3)c(=O)n2C)c(OC)c1 returned NPY Y1 blocker 4, NPY-Y1 PAM-ag -27, Ba/F3 V617F tox 1, BaF3 parental 4, S1P4 antag -3, p47phox inh -8, NPY-Y2 PAM-ag 5 and S1P4 ag 2.9.
For CCOC(=O)NN1C(=O)c2ccccc2NC1c1ccccc1 (stereo not given) the results were NPY Y1 blocker 8, NPY-Y1 PAM-ag -23, Ba/F3 V617F tox 3, BaF3 parental 6, S1P4 antag -27, CHOP inh 19, p47phox inh 5, NPY-Y2 PAM-ag -9 and S1P4 ag 1.1.
Screening Cc1nc(NC(=O)COC(=O)c2cc3c(s2)CCC(C)C3)c(Cl)cc1Cl (stereo not given) returned NPY Y1 blocker -5, NPY-Y1 PAM-ag -13, Ba/F3 V617F tox -6, BaF3 parental 1, S1P4 antag -6, CHOP inh -17, p47phox inh -96, NPY-Y2 PAM-ag -1 and S1P4 ag 0.8.
Screening CN(C(=O)Nc1ccc(Cl)c(Cl)c1)c1ccccc1C(=O)O returned NPY Y1 blocker -3, NPY-Y1 PAM-ag 15, Ba/F3 V617F tox -1, BaF3 parental 3, S1P4 antag -16, CHOP inh 9, p47phox inh -12, NPY-Y2 PAM-ag 5 and S1P4 ag 0.7.
CCCN1C(=O)/C(=N\OCC(=O)Nc2ccc(C(C)C)cc2)c2ccccc21 was read as NPY Y1 blocker 1, NPY-Y1 PAM-ag -8, Ba/F3 V617F tox -3, BaF3 parental 3, S1P4 antag -2, CHOP inh 4, p47phox inh -9, NPY-Y2 PAM-ag 2 and S1P4 ag 3.8.
Screening CCOC(=O)C1=C(CN2CCSCC2)NC(=O)NC1c1cc(C)ccc1C (stereo not given) returned NPY Y1 blocker 4, NPY-Y1 PAM-ag -8, Ba/F3 V617F tox 4, BaF3 parental 0, S1P4 antag -24, CHOP inh -23, p47phox inh -10, NPY-Y2 PAM-ag 14 and S1P4 ag 1.2.
CC(=O)Nc1ccc(NC=C(C#N)C#N)cc1 was read as NPY-Y1 PAM-ag -14, Ba/F3 V617F tox -1, BaF3 parental 1, S1P4 antag -13, CHOP inh 3, p47phox inh 6, NPY-Y2 PAM-ag 8 and S1P4 ag 2.8.

Random draw from the library. About 7.1% of those tested had a hit in this group.
